Source: PubChem BioAssay
aSyn rescue – alpha-synuclein toxicity inhibition in yeast | Yeast expressing alpha-synuclein, growth rescue, BacTiter-Glo, 24 h | Potency, µM (titrated, usually from 46.1 µM), for the others: top-dose growth rescue (activation), hits mostly activators | 370,000 compounds, 0.14% hits | AID 652106; active means well fitted activation curve with a large enough effect; inconclusive means small, poorly fitted or top-dose-only effect; inactive means no such curve, though single readings can be large or run the other way; further: % of control where 0% means no effect; nearly all actives have a fitted effect of over 65% in size
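Galactose-induced alpha-syn yeast (OD600=0.02, raffinose-pregrown) + pinned cpd, 24 hr, 30 deg C; growth by BacTiter-Glo luminescence. Growth restoration scores as activation.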
* = called active by the depositor; ? = inconclusive; & = joins results of further samples; [ ] = another dose, or the depositor's remark. Potency means the concentration at half of the fitted maximal effect. A portion of the library; rates above refer to the full screens.

SMILES | aSyn rescue
COc1cc2nc(N3CCOCC3)nc(NC(C)C)c2cc1OC | ?
O=S(=O)(c1ccc(Br)cc1)N1CCN(c2nc(-c3ccccc3)nc3ccccc23)CC1 | 1%
Cc1nc2n(c(=O)c1CCN1CCC(c3noc4cc(F)ccc34)CC1)CCCC2O (stereo unspecified) | 3%
c1coc(CNc2nc[n+]3c4c2ncn4CC3)c1 | -5%
O=[N+]([O-])c1ccc(O/N=[N+](\[O-])N2CCCC2)c([N+](=O)[O-])c1 | -45%[inhibitor]
CC(NS(=O)(=O)c1ccccc1[N+](=O)[O-])c1ccccn1 (stereo unspecified) | 1%
COc1ccc2c(c1)c1nnc(SCCN3CCOCC3)nc1n2C | 1%
Nc1ccc(/C=C/c2cccc3cccnc23)cc1 | 5%
COc1ccc(CNCc2ccccc2)cc1COc1ccc(NC(C)=O)cc1 | 0%
O=C(C[n+]1ccccc1Cl)c1ccc2c(c1)CCCC2 | 5%
O=C(C[N+]1(CCO)CCOCC1)c1cccs1 | -9%
COc1cc2nc(Cl)nc(NC3CCN(C)CC3)c2cc1OC | -4%
CC(CCC(C)[n+]1cccc(Br)c1)[n+]1cccc(Br)c1 (stereo unspecified) | -10%
CC1CCc2nc(-c3cc4ccc(O)cc4oc3=O)sc2C1 (stereo unspecified) | 0%
CCCN1CNc2c(c(=O)[nH]c(=O)n2CCc2ccc(OC)c(OC)c2)C1 | -3%
CCCN1C(=O)c2ccccc2NC1c1ccc(OC)c(COc2ccc([N+](=O)[O-])c(C)c2)c1 (stereo unspecified) | 7%
O=C(C[n+]1ccccc1Cl)c1ccc2ccccc2c1 | 3%
COc1ccc(C2Nc3ccccc3C(=O)N2c2ccccc2)cc1COc1ccc(NC(C)=O)cc1 (stereo unspecified) | ?
Nc1ccc(C(Cc2ccnc3ccccc23)Cc2ccnc3ccccc23)cc1 | 2%
CN(C)c1ccc(C(=O)Oc2cc(O/N=[N+](\[O-])N(C)C)c([N+](=O)[O-])cc2[N+](=O)[O-])cc1 | -73%[inhibitor]
O=C(Nc1ncnc2nc[nH]c12)c1ccccc1 | ?
S=C(NCCCc1cnc[nH]1)NCCCN(Cc1ccc(Cl)cc1)c1ccc(Br)cc1 | -45%[inhibitor]
CCC(C)NC(=O)c1ccc2nc(-c3ccco3)c(-c3ccco3)nc2c1 (stereo unspecified) | 3%
OC[C@H](S)CS | 9%
CCCN1CNc2c(c(=O)[nH]c(=S)n2CCc2cccs2)C1 | 5%
COc1cc(C2Nc3ccccc3C(=O)N2Cc2ccccc2)ccc1OCc1ccccc1 (stereo unspecified) | 1%
Cc1ccccc1OCC(=O)NCC(C)NC(=O)COc1ccccc1C (stereo unspecified) | 3%
O=S(=O)(/N=C(/Sc1ccc(Cl)cc1)c1ccccc1)c1ccccc1 | 18%
Cc1ccc2oc(-c3ccc(NC(=O)COc4ccccc4)cc3O)nc2c1 | -4%
O=C1c2ccccc2C(=O)N1c1ccccn1 | -1%
CCc1nnc(NC(=O)[C@@H]2CCCN2C(=O)c2cccs2)s1 | 0%
CN(C)c1ccc(/C=C/c2nccc3ccccc23)cc1 | -21%
C1=Cc2ccccc2/C1=C\c1ccc(/C=C2\C=Cc3ccccc32)cc1 | 4%
COc1c([N+](=O)[O-])ccc(N)c1N | -8%
O=S(=O)(c1ccc(Cl)cc1)N1CCOCC1 | 1%
N#Cc1nc(N2CCCCC2)nc(N2CCCCC2)n1 | 3%

3 entries from above, ordered by heavy-atom count, falling.
SMILES | aSyn rescue
COc1cc(C2Nc3ccccc3C(=O)N2Cc2ccccc2)ccc1OCc1ccccc1 (stereo unspecified) | 1%
Cc1ccc2oc(-c3ccc(NC(=O)COc4ccccc4)cc3O)nc2c1 | -4%
CCCN1CNc2c(c(=O)[nH]c(=S)n2CCc2cccs2)C1 | 5%

Further results:
SMILES | aSyn rescue
NC(C(=O)N[C@@H]1C(=O)N2C(C(=O)O)=C(Cl)CS[C@H]12)c1ccccc1 (stereo partly specified) | -14%
N#C/C(=C\c1c[nH]c2ccccc12)C(=O)c1ccc(O)c(O)c1 | 9%
c1nc(SSc2ncc3n[nH]nc3n2)nc2n[nH]nc12 | 4%
O=C(CCOc1ccccc1)NO | 2%
C(=Nc1ccc2ccccc2n1)c1cccnc1 | 0%
CC1CCN2c3cc(Cl)ccc3CC3(C(=O)OC(C)(C)OC3=O)C2C1 (stereo unspecified) | 2%
O=C1Nc2ccc(I)cc2/C1=C/c1cc(Br)c(O)c(Br)c1 | 25%
CCCCNC(=O)C(CC)n1c(SCc2cccc(F)c2)nc2ccncc21 (stereo unspecified) | -2%
Nc1nc2c(cnn2CCc2ccccc2)c2nc(-c3ccco3)nn12 | 12%
CC(C)(C(=O)NO)c1ccccc1 | 2%
COc1cc2c(NC3CCN(C)CC3)nc(N3CCN(C)CC3)nc2cc1OCCCN(C)C | -18%
Oc1cc(O)c(/C=C/c2ccnc3ccccc23)c(O)c1 | -4%

Part of the list above, reformatted:
Compound	aSyn rescue
O=C(CCOc1ccccc1)NO	2%
C(=Nc1ccc2ccccc2n1)c1cccnc1	0%
CC1CCN2c3cc(Cl)ccc3CC3(C(=O)OC(C)(C)OC3=O)C2C1 (stereo unspecified)	2%
O=C1Nc2ccc(I)cc2/C1=C/c1cc(Br)c(O)c(Br)c1	25%

(cont.)
SMILES | aSyn rescue
CCN(Cc1ccccc1)c1ccc(/C=C/c2nccc3ccccc23)cc1 | ?
O=C1c2ccccc2C(=O)N1c1cccc(N2C(=O)c3ccccc3C2=O)n1 | -2%
COc1cc2c(NC3CCN(C)CC3)nc(N3CCCN(C)CC3)nc2cc1OCCOCCN1CCCC1 | ?
COc1cc(OC)c(/C=C/c2ccc3ccccc3[n+]2[O-])c(OC)c1 | 8%
CCCN1CNc2c(c(=O)[nH]c(=S)n2CCc2cc(OC)ccc2OC)C1 | -4%
CC1(C)CC(=O)C2=C(C1)NC(Nc1nc3ccccc3o1)=NC2c1cccc(F)c1 (stereo unspecified) | -6%
O=C(C[n+]1ccccc1Cl)c1ccc(O)c(O)c1 | 19%
C=C1Nc2ccccc2C(=O)N1c1ccc(C(=O)N2CCN(C(=O)c3ccco3)CC2)cc1 | 0%
O=C(Cc1ccccc1)NO | -2%
CNC(=O)COc1ccccc1C(=O)Nc1ccccc1 | -3%
C=COC(=O)N1CCN(/[N+]([O-])=N/Oc2ccc([N+](=O)[O-])cc2[N+](=O)[O-])CC1 | -46%[inhibitor]
C=CCn1c(SCC)nc2ccccc2c1=O | 0%
CCCN1CNc2c(c(=O)[nH]c(=S)n2CCc2ccc(Cl)c(Cl)c2)C1 | -1%
CN(C)CCCNc1nccc(N2CCN(C)CC2)n1 | -2%
O=C(Nc1ccc(Br)cc1Cl)c1cnn2c1NC(=C1CC1)C=C2C(F)F | -6%
CCOC(=O)C1=C(C)NC(C)=C(C(=O)OCC)C1c1c(F)c(F)c(F)c(F)c1F | -86%[inhibitor]
CC1CCN(C(=O)C(C)OC(=O)c2ccc(S(C)(=O)=O)c([N+](=O)[O-])c2)CC1 (stereo unspecified) | -10%
Cn1c(SCCOc2ccccc2)nnc1-c1ccc(NC(=O)CCc2ccccc2)cc1 | -6%
CN(C)c1ccc(/C=C2\CCc3cc(N)ccc32)cc1 | 0%
C=CCn1c(SCC(N)=O)nc2ccccc2c1=O | -2%
COc1cc2c(NC3CCN(C(C)C)CC3)nc(N3CCCN(C)CC3)nc2cc1OCCCN(C)C | -1%
Oc1ccc(Cl)cc1C1C=C(c2ccc3c(c2)OCO3)NC(c2c(F)cccc2Cl)N1 (stereo unspecified) | -6%
CC(=O)Nc1ccc(NC(=O)COC(=O)c2ccccc2OCc2cccc(Br)c2)cc1 | 14%
CN(C)c1cc2c3ccccc3ccc2c2ccccc12 | -9%
Cc1ccc(-c2csc3ncnc(Sc4nnnn4C4CC4)c23)cc1 | 0%
COc1cc(/C=C2\C=Cc3ccccc32)cc(OC)c1OC | -24%
Cc1ccc(-c2nc3ccc(Cl)cn3c2Nc2ccccc2)o1 | -2%
O=C(CCl)c1ccc2c(c1)CCCC2 | -26%
Cc1ccccc1OCC(=O)NCC(=O)OCC(=O)c1ccc(-c2ccccc2)cc1 | -1%
CCOc1ccc(/C=C/c2ccc3ccccc3[n+]2C)cc1OCC | -2%
Cc1ccc2nc(-c3ccc(C)c(NC(=O)COc4ccc(Cl)cc4)c3)oc2c1 | -5%
COc1ccccc1CCNc1ncnc2nc[nH]c12 | 0%
O=C(COc1ccccc1C(=O)Nc1ccccc1)Nc1ccc2ccccc2c1 | ?
CCc1ccc(/C=C2/SC(=S)NC2=O)cc1 | -25%
COc1ccc(S(=O)(=O)N2CCN(c3nc(-c4cccs4)nc4ccccc34)CC2)cc1OC | -2%
COc1ccc(C2Nc3ccccc3C(=O)N2c2ccccc2F)cc1COc1ccc(NC(C)=O)cc1 (stereo unspecified) | 12%
O=S(=O)(c1ccccc1)N1CCN(c2nc(-c3ccc(F)cc3)nc3cc(Cl)ccc23)CC1 | -1%
O=c1[nH]cnc2c1[nH]c(=S)n2C1O[C@@H](CO)[C@H](O)[C@@H]1O (stereo partly specified) | -7%
Cc1ccc(S(=O)(=O)N2CCN(c3nc(-c4cncn4C)nc4ccccc34)CC2)cc1 | 2%
O=C(Nc1ccc2nc(-c3cccs3)c(-c3cccs3)nc2c1)N1CCCC1 | -13%
CS/C(=N\S(=O)(=O)c1ccc(F)cc1)c1ccccc1 | 5%
NCCCCCCCCCCNS(=O)(=O)c1cccc2c(Cl)cccc12 | 1%
O=C(COC(=O)c1ccccc1OCCOc1ccccc1)Nc1cccc(Br)c1 | 2%
C=C1NN(C(C)C(=O)O)C(=O)N1c1ccc(OCc2ccccc2)cc1 (stereo unspecified) | -1%
CCCCCCCCN(CCCCCCCC)c1ccc(/C=C/c2ccnc3ccccc23)cc1 | -1%
O=C(CC(C(=O)O)n1ccnc1)c1ccc(Cl)cc1 (stereo unspecified) | ?
OC[C@@H]1CCC[C@@H](n2cnc3c(=S)nc[nH]c32)O1 | 7%
Clc1ccc(Cn2cc3c(n2)-c2cc4ccccc4n2C3)cc1 | 0%
CC(OC(=O)c1ccccc1OCC(=O)Nc1ccc(Br)cc1)C(=O)NC1CCCC1 (stereo unspecified) | -1%
COc1ccccc1NC(C)C(=O)c1c[nH]c2ccccc12 (stereo unspecified) | -13%
Nc1ccc(-c2cc3ccccc3[nH]2)cc1 | ?
OC(C[n+]1ccccc1Cl)c1ccccc1 (stereo unspecified) | 3%
COc1cc2nc(N3CCOCC3)nc(NC3CCN(Cc4ccccc4)CC3)c2cc1OC | 9%
C=C1C=C(C(F)F)n2ncc(C(=O)NCc3ccc(OC)c(OC)c3)c2N1 | -14%
Cn1cc(C2=C(c3cn(CCCSC(=N)N)c4ccccc34)C(=O)NC2=O)c2ccccc21 | 2%
Cc1ccccc1OCC(=O)NCC(=O)OC(c1ccccc1)c1ccccc1 | -1%
Cc1cc(C)n2c(Nc3ccccc3)c(-c3ccc(C)o3)nc2n1 | -15%
COc1cccc(CNc2nc(Cl)nc3nc[nH]c23)c1 | -7%&0%
Cc1cc(Br)ccc1NC(=O)COC(=O)c1ccccc1OCC(N)=O | 1%
O=C(Nc1ccc2c(c1)CCC2)c1cnn2c1NC(=C1CC1)C=C2C(F)F | 0%

Two of the compounds above, in markdown.
| SMILES | aSyn rescue |
| --- | --- |
| Cc1cc(C)n2c(Nc3ccccc3)c(-c3ccc(C)o3)nc2n1 | -15% |
| COc1cccc(CNc2nc(Cl)nc3nc[nH]c23)c1 | -7%&0% |

The main list resumes, repeating the 6 entries before the break.
SMILES | aSyn rescue
Cn1cc(C2=C(c3cn(CCCSC(=N)N)c4ccccc34)C(=O)NC2=O)c2ccccc21 | 2%
Cc1ccccc1OCC(=O)NCC(=O)OC(c1ccccc1)c1ccccc1 | -1%
Cc1cc(C)n2c(Nc3ccccc3)c(-c3ccc(C)o3)nc2n1 | -15%
COc1cccc(CNc2nc(Cl)nc3nc[nH]c23)c1 | -7%&0%
Cc1cc(Br)ccc1NC(=O)COC(=O)c1ccccc1OCC(N)=O | 1%
O=C(Nc1ccc2c(c1)CCC2)c1cnn2c1NC(=C1CC1)C=C2C(F)F | 0%
O=C1c2ccccc2NC(c2ccccc2OCc2ccccc2)N1Cc1ccco1 (stereo unspecified) | -3%
O=C(Nc1nnc(Cc2ccc(Cl)cc2)s1)C1CCN(C(=O)c2ccco2)CC1 | 6%
CC(C)[C@H]1c2ccc(F)cc2CC[C@@]1(CCN(C)CCCc1nc2ccccc2[nH]1)OC(=O)C1CC1 | ?
CCOCCCNC(=O)c1c(NC(=O)c2nc(SCC)ncc2Cl)sc2c1CCCC2 | -3%
CCN(CC)/[N+]([O-])=N/OCOC(=O)c1ccccc1OC(C)=O | 9%
O=C(COc1ccccc1C(=O)Nc1ccccc1)Nc1ccccc1-c1ccccc1 | -5%
COc1ccc(C(=O)/C=C/c2cn(CC(O)CN(CC(C)C)CC(C)C)c3ccccc23)cc1OC (stereo unspecified) | -6%
Brc1ccc(C2C=Cc3ccccc32)cc1 (stereo unspecified) | -12%
CCN(CC)S(=O)(=O)c1ccc(NC(=O)CSc2nnc3c(n2)[nH]c2ccccc23)cc1 | 0%
C(=Nc1cnc2ccccc2c1)c1ccncc1 | 4%
O=C1c2ccccc2NC(c2cc(Br)c3c(c2)OCO3)N1Cc1ccco1 (stereo unspecified) | 13%
Cc1ccccc1Nc1c(-c2ccc(Cl)s2)nc2ccccn12 | -14%
CCOc1cc(C2Nc3ccccc3C(=O)N2Cc2ccco2)ccc1OCc1ccccc1Cl (stereo unspecified) | 2%
